hcDAF-12 act: H. contortus DAF-12 activation, primary screen; 370,000 tested, 1.4% active; HEK293 hcDAF-12 lit1-tk-luc reporter, luminescence; 0% DMSO, 100% Δ7-dafachronic acid; activation, % at 6.8 µM; AID 652067;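 active means activation above the mean of all tested compounds plus 3 SD, cut at about 5.5% in these data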;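 further: 100% = response to 3 µM Δ7-dafachronic acid high control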
hgDAF-12 ag: agonists of H. glycines DAF-12 nuclear receptor | HEK293 GAL4-hgDAF12 UAS-luciferase reporter, agonist luminescence; normalized to butyrate control | 370,000 tested, 1.8% active | AID 687014 | activation, % at 6.8 µM;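 active means activation above a cutoff set at the mean of all screened compounds plus 3 SD, cut at about 10% in these data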;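 further: 0% = DMSO wells and 100% = sodium butyrate wells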
ADAM17 inh: inhibits human ADAM17; P78536; recombinant ADAM17, EDANS/DABCYL FRET peptide cleavage; inhibition, % at 6.95 µM; 370,000 tested, 0.83% active; AID 720648;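 active means inhibition above the mean of compounds lying between control limits plus 3 SD, set per campaign, cut at about 8.5% in these data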;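 further: 0% = DMSO-only wells as the low control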
Target sequence (P78536 215-824 limits assumed): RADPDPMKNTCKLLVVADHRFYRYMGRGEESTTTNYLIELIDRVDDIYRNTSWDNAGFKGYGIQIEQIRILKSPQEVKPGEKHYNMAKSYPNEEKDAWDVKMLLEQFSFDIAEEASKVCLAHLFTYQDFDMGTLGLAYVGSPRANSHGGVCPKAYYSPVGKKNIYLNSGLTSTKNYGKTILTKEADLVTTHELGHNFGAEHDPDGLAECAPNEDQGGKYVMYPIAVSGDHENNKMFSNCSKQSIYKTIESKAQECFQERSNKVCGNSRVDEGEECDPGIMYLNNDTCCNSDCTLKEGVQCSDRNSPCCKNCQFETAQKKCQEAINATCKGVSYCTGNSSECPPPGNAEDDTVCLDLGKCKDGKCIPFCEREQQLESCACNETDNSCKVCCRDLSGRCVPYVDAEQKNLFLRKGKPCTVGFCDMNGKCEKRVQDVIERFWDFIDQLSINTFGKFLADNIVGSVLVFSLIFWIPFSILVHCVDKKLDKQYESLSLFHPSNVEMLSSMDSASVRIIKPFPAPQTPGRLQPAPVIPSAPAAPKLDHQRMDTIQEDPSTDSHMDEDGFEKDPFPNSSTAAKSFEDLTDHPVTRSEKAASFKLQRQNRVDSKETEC
ssDAF-12 act: activates DAF-12 receptor from parasite S. stercoralis. 370,000 tested, 1% active. HEK293 ssDAF-12/GRIP1 lit1-tk-luc reporter, luminescence; % of 3 µM dafachronic acid response. activation, % at 6.8 µM;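 active means activation above the mean over all tested compounds plus 3 SD, cut at about 0.9% in these data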;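 further: 0% = DMSO-only wells and 100% = 3 µM delta7-dafachronic acid wells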
DAX1 inh-1: blocks DAX1 repression of SF-1 activated StAR promoter; inhibition, % at 6.8 µM; AID 652010; 370,000 tested, 1.1% active; HEK293T StAR-luciferase reporter, SF-1/DAX-1 repression relief;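 active means inhibition above the mean over all tested compounds plus 3 SD, cut at about 3.6% in these data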;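 further: 0% = DAX-1 cells with DMSO and 100% = cells lacking DAX-1 with DMSO; higher inhibition means more luminescence from relief of DAX-1 repression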
PLCg1 inh: PLC-gamma1 (human) inhibition, primary screen. purified PLC-gamma1, fluorogenic substrate, fluorescence. inhibition, % at 12.2 µM. 370,000 tested, 0.84% active; in the data active means inhibition above about 9.5%
GAA850 FXN act: activators of GAA850 frataxin (FXN) promoter | HEK293 lucGAA850 FXN promoter luciferase reporter, 24 h; percent of 10 µM SAHA response | activation, % at 6 µM | 360,000 tested, 0.56% active | AID 540364;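 active means activation above the average of all compounds screened plus 3 SD, cutoff fixed separately per campaign, cut at about 7.5% in these data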;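 further: 0% = DMSO wells and 100% = 10 µM SAHA wells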
PLC-beta3 inh: PLC-beta3 (human) inhibition, primary screen. Q01970. Purified PLC-beta3, fluorogenic substrate, fluorescence. inhibition, % at 12.2 µM. 370,000 tested, 0.18% active. AID 720704; in the data active means inhibition above about 11%;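 further: 0% = median of compound wells on plate and 100% = full blocker control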
sPLA2-III inh: Inhibits HGIII-sPLA2 liposome hydrolysis, primary screen; AID 743126; inhibition, % at 12.2 µM; QFRET BODIPY PC-A2 liposome hydrolysis, fluorescence; 370,000 tested, 0.56% active;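 active means inhibition above mean plus 3 SD of compounds lying within the high and low control bounds, cut at about 19% in these data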;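 further: 0% = median of test compound wells and 100% = no enzyme DMSO wells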
Target sequence (Q9NZ20 whole entry, looked up): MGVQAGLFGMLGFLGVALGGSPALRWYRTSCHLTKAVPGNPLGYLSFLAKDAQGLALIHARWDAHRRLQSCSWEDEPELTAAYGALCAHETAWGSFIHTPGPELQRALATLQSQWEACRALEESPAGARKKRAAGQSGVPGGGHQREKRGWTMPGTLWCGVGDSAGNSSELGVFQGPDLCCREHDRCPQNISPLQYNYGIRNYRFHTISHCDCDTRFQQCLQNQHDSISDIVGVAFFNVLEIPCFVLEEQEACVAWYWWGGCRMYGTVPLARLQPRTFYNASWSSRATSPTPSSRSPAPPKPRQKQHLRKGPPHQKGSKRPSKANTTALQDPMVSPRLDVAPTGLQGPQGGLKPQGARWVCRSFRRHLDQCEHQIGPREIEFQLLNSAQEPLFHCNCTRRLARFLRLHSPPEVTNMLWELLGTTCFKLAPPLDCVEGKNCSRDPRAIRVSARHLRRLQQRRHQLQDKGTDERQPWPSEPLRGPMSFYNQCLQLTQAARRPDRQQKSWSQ
DAX1 inh-2: inhibitors of human orphan nuclear receptor DAX1 (NR0B1) | P51843 | HEK293 Gal4-DAX1 luciferase reporter, luminescence | inhibition, % at 6.75 µM | 340,000 tested, 0.99% active | AID 504766;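 active means inhibition above the mean over all tested compounds plus 3 SD, cut at about 4.2% in these data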;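 further: 0% = DAX1-transfected cells with DMSO and 100% = empty-vector control cells with DMSO; inhibition shows as a rise in luminescence from relieved DAX1 repression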
ADAM10 inh: inhibits human ADAM10; O14672; recombinant ADAM10, EDANS/DABCYL FRET peptide cleavage, 3 h; inhibition, % at 7 µM; 370,000 tested, 0.62% active; AID 720582;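 active means inhibition above a per-campaign cutoff equal to the mean of compounds falling between control-based bounds plus 3 SD, cut at about 20% in these data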;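 further: 0% = DMSO wells while the 100% control is not disclosed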
Active calls of the source: *; / = no result given; & = joins results of further samples.

Screens in order: DAX1 inh-2	GAA850 FXN act	DAX1 inh-1	hcDAF-12 act	PLCg1 inh	ssDAF-12 act	ADAM17 inh	PLC-beta3 inh	sPLA2-III inh	ADAM10 inh	hgDAF-12 ag
> CCOc1ccc(S(=O)(=O)N2CCOCC2)cc1NS(=O)(=O)c1ccc(OC)c([N+](=O)[O-])c1
    3.1	-2.0	0.1	-1.3	0	-1.2	0	-11	9	-12	-2.1
> COc1ccc(-c2nnc(SCc3cccc(C#N)c3)o2)cc1
    -0.4	-0.6	0.0	-1.1	0	-0.9	-2	-1	-1	2	-0.5
> Cc1ccc(C(=O)NCC(=O)OCC(=O)c2ccc3c(c2)NC(=O)CO3)cc1C
    1.1	2.9	-0.2	-1.1	-3	-1.6	2	-1	-3	-1	-2.4
> CCNC(=S)N1CCN(c2ccc([N+](=O)[O-])cc2)CC1
    -0.4	-2.1	-0.4	-1.6	2	-1.8	2	3	9	7	0.7
> Cc1ccc(S(=O)(=O)N2CCCCC2)cc1C(=O)N1CCCCCC1
    0.4	1.0	-0.9	-1.1	-2	-1.3	-3	-5	5	-12	-2.3
> CN1CCN(CC(=O)Nc2ccccc2Sc2ccccc2)CC1
    -0.4	-0.3	1.1	0.3	3	-1.1	0	2	-8	2	-1.3
> CC(C)NC(=O)Nc1ccc2c(c1)C(=O)N([C@@H](C)CO)C[C@@H](C)[C@H](CN(C)Cc1ccccc1)OCCCC[C@H](C)O2
    1.7	-1.9	2.8	1.9	1	-0.9	2	-1	3	-7	-1.8
> CN1CCN(c2ccc(NC(=O)c3ccc4c(c3)OCO4)cc2)CC1
    2.4	1.5	1.0	1.6	1	-0.2	2	5	10	-10	5.6
> COC(=O)[C@H]1[C@H]2C[C@H]3c4[nH]c5ccccc5c4CCN3C[C@@H]2CC[C@@H]1O
    0.4&0.1	-0.2&3.9	0.1&-0.3	-0.4&1.4	-17&-84	-1.3&-0.4	-10&-24	-19&-104	-5&-11	-24&-61	2.5&-0.2
> CCc1c(C)nc(SCCOc2ccc(OC)cc2)[nH]c1=O
    -0.2	2.0	-0.6	-1.6	-3	-0.5	-2	-4	-1	-12	-2.7
> CCc1nnc(NC(=O)CSc2nc3c(cc2C#N)CCCC3)s1
    1.0	2.3	1.4	3.1	-61	0.1	-8	-70	7	-14	6.2
> Fc1ccc(-c2nnc(-c3ccc(Cl)cc3Cl)o2)cc1
    2.0	0.8	5.3*	4.9	4	0.5	2	3	-4	7	12*
> NS(=O)(=O)c1ccc(NCCCn2ccnc2)c([N+](=O)[O-])c1
    0.5	-0.4	-0.1	-2.3	2	-0.9	-3	-4	3	3	-2.5
> Cn1nccc1C(=O)NC1CCCc2c1cnn2-c1ccc(C(C)(C)C)cc1 (stereo unspecified)
    -2.2	-8.6	-9.7	-4.6	-1	-2.2	-2	-8	-11	-1	-6.7
> Oc1ccc(CNc2ccc(C(F)(F)F)cc2F)c2cccnc12
    /	/	/	3.6	-3	-0.1	-5	-8	9	5	4.3
> CCc1ccc([C@H]2[C@@H]3C(=O)C[C@@H]4C(=O)NC(=O)[C@@H]4[C@@H]3CN2S(=O)(=O)c2ccc(C)cc2)cc1
    /	/	0.9	0.3	1	-1.2	2	3	-32	3	2.4
> CCCN1CCN(CCCNC(=O)CN2C(=O)c3cccnc3Oc3ccc(C)cc32)CC1
    1.2	1.7	0.5	1.9	-3	-1.1	0	-5	5	-5	0.0
> Cn1c(=O)c2c(nc(NCCO)n2C)n(C)c1=O
    -0.2	-1.5	0.1	0.8	-3	-0.9	2	0	13	-2	-3.1
> Cc1cc(S(=O)(=O)NCCC2=CCCCC2)ccc1Br
    3.6	0.9	-0.1	-1.1	-18	-1.0	6	-4	-20	13	-0.3
> O=C(Nc1cccc(C(=O)O)c1)/C(=C\c1ccco1)NC(=O)c1ccccc1Cl
    0.0	0.1	0.2	-0.8	-22	-1.3	-1	-50	-2	-8	-3.5
> FC(F)c1nnc2ccc(Cl)nn12
    0.1	1.4	0.3	-0.2	0	-1.0	1	4	-3	-7	0.7
> COc1ccc(Cn2c(C)c(C)c(C#N)c2NC(=O)Nc2ccccc2)cc1
    0.2	-2.4	-1.4	-1.4	-1	-1.6	1	0	-11	3	2.0
> O=C(c1cnn(C(=O)c2ccccc2F)c1)c1ccccc1O
    1.7	1.0	2.3	1.6	1	-0.2	-2	0	-9	0	1.7
> Cc1c(C(=O)NCc2ccc3c(c2)OCO3)sc(=O)n1Cc1cccc(F)c1
    /	0.0	0.2	-2.0	-1	-1.8	-1	-2	-10	5	-0.3
> O=C(NNC(=S)Nc1ccccc1)c1cc(-c2cccnc2)nc2ccccc12
    -0.2	0.6	-1.8	-0.9	-5	-1.0	1	-13	13	-3	-2.6
> Cc1ccc(OC(=O)CCN2C(=O)c3ccccc3C2=O)cc1C
    0.9	4.2	0.1	-0.7	0	-1.0	1	-1	-5	4	3.4
> CCOC(=O)CC1CCCCN1Cc1cn(C)nc1-c1ccc2c(c1)OCCO2 (stereo unspecified)
    0.3	0.8	-0.2	1.6	-1	0.1	1	2	0	-1	3.5
> CC(=O)c1cnn(-c2cc(Oc3ccccc3C)ncn2)c1C
    0.6	1.8	0.2	-0.1	3	-0.9	-2	1	-3	5	-0.2
> Cc1ccc(NC(=O)C2CCCN2C(=O)c2cccs2)c(C)c1 (stereo unspecified)
    0.8	-0.1	-0.2	2.4	-2	-0.7	-3	-4	3	-1	4.9
> CC(=O)OC1CCC2(C)C(=CCC3C2CCC2(C)C3CC3OC4(CCC(C)CN4)C(C)C32)C1 (stereo unspecified)
    2.3	0.3	-0.5	-2.0	11*	-1.3	5	8	5	-2	-3.8
> COc1ccc(C(CNC(=O)C2CC(=O)N(Cc3ccccc3)C2)N2CCOCC2)cc1 (stereo unspecified)
    -0.1	0.7	-1.8	-1.9	1	-1.0	-5	-5	12	-7	-1.4
> Cc1cnc(NC(=O)CSc2ccc(Cl)cc2)s1
    0.2	-0.5	-0.2	-3.7	7	-0.8	9.0*	10	-10	9	0.9
> CCOC(=O)c1sc(=S)n(C)c1NC(=O)c1ccc(OC)cc1
    -1.8	1.1	0.2	0.3	-1	0.4	-4	-4	9	-2	0.2
> O=C(CSc1n[nH]c(-c2ccncc2)n1)c1cccc([N+](=O)[O-])c1
    /	1.4	-0.2	-2.1	1	-1.3	-1	1	-20	-2	-5.8
> O=C(NCCc1ccc(Cl)cc1)C1CCCN1C(=O)NCc1ccccc1 (stereo unspecified)
    0.1	0.9	0.2	-1.5	-1	-1.6	-4	0	8	-7	0.9
> Cc1ccccc1Nc1nc(N)nc(CN(C)Cc2ccccc2Cl)n1
    0.5	5.8	-0.2	-1.3	-2	-1.5	-4	-1	-3	0	4.7
> CC1C/C(=C/c2cccs2)C(=O)/C(=C/c2cccs2)C1 (stereo unspecified)
    -0.5	3.4	0.4	-0.6	-11	0.0	8	-19	-6	7	0.7
> C#CCNc1ccc(C(=O)OCC)cc1
    1.6	4.6	0.5	-0.6	4	-1.4	1	1	3	6	2.7
> COc1ccc(S(=O)(=O)N/N=C(/C)c2ccc(C)o2)cc1
    0.8	-0.8	0.3	0.3	0	-1.2	0	-9	-9	2	-0.4
> CC(=O)c1cnc(N(C)C)s1
    1.2	1.3	-0.7	-0.5	0	-0.7	-5	4	0	-9	0.9
> Cc1cc(N)n2nc(C)c(-c3ccc(Cl)cc3)c2n1
    -2.1	1.6	0.3	-1.9	-179	-1.6	-19	-259	7	-45	-1.5
> Cn1c(=O)c2c(-c3ccccc3)n(-c3ccccc3Br)cc2n(C)c1=O
    /	/	-2.2	-2.3	-15	-1.6	-6	-22	-4	-27	-2.7
> CCOC(=O)c1[nH]cnc1C(=O)Nc1ccccc1
    1.8	2.0	0.5	1.1	-2	-1.5	1	4	-7	1	-0.8
> CCCCN(C(=O)CC1CCCCC1)c1c(N)n(CCCC)c(=O)[nH]c1=O
    -0.2	-3.7	0.6	1.6	-4	-1.1	-1	-2	-6	-18	4.0
> CCC(C)[C@H](NC(=O)NCCC1=CCCCC1)C(=O)O (stereo partly specified)
    -1.5	1.0	1.1	-1.2	-17	-1.9	-3	-4	-3	0	-2.2
> Cc1ccc(C)c(NC(=O)CSc2nnc(-c3cc(C)[nH]n3)n2N)c1
    0.3	1.1	-0.1	0.0	7	-1.4	11*	-1	1	-4	0.6
> CCNC(=O)NC(=O)C(C)OC(=O)c1ccc(SC)cc1OC (stereo unspecified)
    1.0	-0.4	-0.5	-0.2	-1	-0.5	-1	1	4	-4	-1.1
> CC(=O)N1CCN(c2ccccc2NC(=O)COc2ccc(Br)cc2)CC1
    0.1	-1.4	-1.4	-1.9	-2	-1.5	-2	1	-7	-6	0.0
> CC(C)(C)NC(=O)CSc1nncn1-c1ccccc1
    1.0	0.6	-0.6	-0.9	0	-0.8	-3	1	7	0	-1.1
> O=C(Nc1cccc(S(=O)(=O)Nc2ccc(Cl)cc2)c1)c1ccc[n+]([O-])c1
    0.3	-0.1	0.0	-1.4	1	-1.8	-1	-8	-8	-7	0.0
> Cc1c(C(=O)N(C)Cc2ccc(OC(F)F)cc2)oc2ccccc12
    0.3	1.7	-0.1	1.0	-2	-0.4	2	2	0	20*	0.7
> O=C(NCCNCc1ccccn1)c1ccco1
    -1.9	-0.4	-0.8	1.7	3	-1.2	3	6	-1	2	0.1
> Cc1nn(CC(=O)N2CCCCCC2)c(=O)c2cc3occc3n12
    -0.3	-1.7	-0.4	-1.1	1	-0.9	-3	-11	7	-7	-0.3
> CCOC(=O)c1cc2c(ccn2C)n1Cc1ccc(Cl)cc1
    -0.6	0.9	-1.4	-1.0	-4	-0.5	-2	-4	-20	-5	3.8
> O=C1ON=C(c2ccc([N+](=O)[O-])cc2)/C1=C/c1ccccc1O
    0.0	0.9	0.0	-0.6	2	-0.9	-4	-2	-18	-3	2.3
> CCc1cccc(OCC(=O)N(C)CC(=O)Nc2cccc(F)c2)c1
    0.2	1.1	-0.8	-0.5	2	-1.2	0	-9	10	-14	-2.3
> COc1ccc(Cc2nc(C(=O)Nc3ccc(F)cc3)cs2)cc1
    -1.2	2.8	-0.2	-2.0	-2	-1.3	1	0	-1	10	1.3
> CCCCC(CCC(=O)Nc1cccc([N+](=O)[O-])c1)C(=O)O (stereo unspecified)
    2.6	-0.3	-0.5	-0.8	2	-0.6	-1	-4	5	1	0.3
> COC(=O)c1ccc(Cl)c(NC(=O)CN(c2ccccc2)S(=O)(=O)c2ccc(OC)cc2)c1
    -2.4	-1.8	-1.4	-4.1	2	-2.4	3	4	-3	10	-3.3
> COCC(=O)c1[nH]c2ccccc2c1C
    0.7	3.5	-0.9	0.8	-3	-0.8	1	-12	-4	-3	-1.9
> CCOc1ccc(C(=O)NCC(=O)OCC(=O)Nc2ccccc2OC)cc1
    -0.6	-0.3	-0.1	-1.8	2	-1.3	-1	-1	1	-9	-0.9
> N#C/C(=C(/O)COc1ccc(Br)cc1)c1nnc2n1CCCCC2
    1.5	1.5	0.7	-0.2	-4	-1.1	0	-2	-1	-9	-1.1
